telomere uncapping: survival after telomere uncapping, modulators, primary screen, cell-based (AID 1259312). HCT116 + Ad-hTR-mut, survival, MTT, 5 d; stronger effect = higher value. fold change at 10 µM. actives 4.5% (n = 4,500);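 active = cell survival measured by absorbance rises more than 2.5-fold over infected cells without compound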;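 also: virus expresses mutant telomerase RNA that uncaps telomeres and kills cells; compound added 2 days after infection so exposure lasts 3 days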
* = called active by the depositor; & = joins results of further samples. The list is partial; the hit share may differ from the screen's.

(1) O=C(Nc1ccc(I)cc1)C1CC(=O)N(C2CCCCC2)C1 (centres undefined)
  telomere uncapping: 2.2
(2) c1ccc2c(c1)nnn2CN1CCN(c2ccc3c(c2)OCO3)CC1
  telomere uncapping: -1.5
(3) Fc1cccc(Cl)c1-c1nc2sc(-c3c(F)cccc3Cl)nc2s1
  telomere uncapping: -2
(4) CC(C)=NNc1nccc2ccccc12
  telomere uncapping: -1.2
(5) Cc1ccc(-c2n[nH]c(=S)n2C)cc1Cl
  telomere uncapping: -1.9
(6) Cc1cccc(-c2cc(=O)c3cc(C)ccc3o2)c1
  telomere uncapping: 1.1
(7) CCCNS(=O)(=O)c1cc2c3c(c1)c(C)cc(=O)n3CC2
  telomere uncapping: -2.2
(8) CCOC(=O)c1c(NC(=O)C(F)(F)F)sc2c1CCN(C(=O)OCC)C2
  telomere uncapping: 1.2
(9) C[C@@H]1O[C@@H](OC[C@H]2O[C@@H](Oc3c(-c4cccc(O)c4O)oc4cc(O)cc(O)c4c3=O)[C@H](O)[C@@H](O)[C@@H]2O)[C@H](O)[C@H](O)[C@H]1O
  telomere uncapping: 1.1
(10) Cc1ccc2nc(SCc3nc4ccccc4n3C)[nH]c2c1
  telomere uncapping: -1.6
(11) COc1cc([N+](=O)[O-])ccc1SC#N
  telomere uncapping: 2.5
(12) COc1cc2c(C)c3c4c(cc(OC)c(OC)c4c2cc1OC)CCN3C
  telomere uncapping: -1.9
(13) COC(OC)C1(C)NC(=O)c2ccccc2N1 (centres undefined)
  telomere uncapping: -1.4
(14) O=C1C(=Nc2cccc(Cl)c2)c2ccccc2N1CN1CCN(c2ccccc2)CC1
  telomere uncapping: -1.5
(15) O=[N+]([O-])c1ccc(Cl)c(C=Nc2ccc(I)cc2)c1
  telomere uncapping: -3.6
(16) O=C1CSC2(C(=O)N(CN3CCC(c4ccccc4)C3)c3ccccc32)N1c1ccc2ccccc2c1 (centres undefined)
  telomere uncapping: 1.1
(17) CC(C)(CO)Nc1ccc([N+](=O)[O-])cc1[N+](=O)[O-]
  telomere uncapping: 2.1
(18) Nc1c(Br)cc(Br)c(N2CCCC2=O)c1Br
  telomere uncapping: 1.2
(19) CCOC(=O)c1c(NC(=O)c2cccs2)sc2c1CCN(C(=O)OCC)C2
  telomere uncapping: 1.2
(20) CN(Cc1cc([N+](=O)[O-])c(O)c2ncccc12)C1CCCCC1
  telomere uncapping: 3*
(21) O=C(NC1CCCCCCC1)c1ccc(COc2c(F)c(F)cc(F)c2F)o1
  telomere uncapping: -1.2
(22) O=S(=O)(C/N=C(/NC(=S)Nc1ccccc1)c1ccccc1)c1ccccc1
  telomere uncapping: -2.2
(23) Cc1cc(=O)c2c(=O)oc3ccccc3c2o1
  telomere uncapping: 1.1
(24) S=C(S)N(CCN(Cc1cccs1)C(=S)S)Cc1cccs1
  telomere uncapping: -1.3
(25) O=S(=O)(Nc1ccc(I)cc1)c1ccc2ccccc2c1
  telomere uncapping: -1.1

Filtered by structure: the compounds so far containing a Cl atom (four)
(3) Fc1cccc(Cl)c1-c1nc2sc(-c3c(F)cccc3Cl)nc2s1
  telomere uncapping: -2
(5) Cc1ccc(-c2n[nH]c(=S)n2C)cc1Cl
  telomere uncapping: -1.9
(14) O=C1C(=Nc2cccc(Cl)c2)c2ccccc2N1CN1CCN(c2ccccc2)CC1
  telomere uncapping: -1.5
(15) O=[N+]([O-])c1ccc(Cl)c(C=Nc2ccc(I)cc2)c1
  telomere uncapping: -3.6

Other structures:
(26) N#CCc1nc(/C(C#N)=C/c2ccc(Cl)cc2)nc(N)c1C#N
  telomere uncapping: -1.3
(27) O=[N+]([O-])c1ccc(NCCO)c([N+](=O)[O-])c1
  telomere uncapping: 1.7
(28) Cc1c(Nc2nc3nonc3nc2Nc2cccc(Cl)c2)c(=O)n(-c2ccccc2)n1C
  telomere uncapping: -1.7
(29) O=C(CN1C(=O)c2ccccc2S1(=O)=O)Nc1ccccc1F
  telomere uncapping: 1.1
(30) O=c1ccc2nc3ccc(O)cc3oc-2c1
  telomere uncapping: -19&-2.1
(31) O=C1ON=C(c2ccc(Cl)cc2Cl)/C1=C/C=C/c1ccccc1
  telomere uncapping: -3
(32) O=C(O)C1C2CC3C(C2=O)C31 (centres undefined)
  telomere uncapping: 1.2

Among those listed so far, these have four or more nitrogen atoms:
(2) c1ccc2c(c1)nnn2CN1CCN(c2ccc3c(c2)OCO3)CC1
  telomere uncapping: -1.5
(10) Cc1ccc2nc(SCc3nc4ccccc4n3C)[nH]c2c1
  telomere uncapping: -1.6
(14) O=C1C(=Nc2cccc(Cl)c2)c2ccccc2N1CN1CCN(c2ccccc2)CC1
  telomere uncapping: -1.5
(26) N#CCc1nc(/C(C#N)=C/c2ccc(Cl)cc2)nc(N)c1C#N
  telomere uncapping: -1.3
(28) Cc1c(Nc2nc3nonc3nc2Nc2cccc(Cl)c2)c(=O)n(-c2ccccc2)n1C
  telomere uncapping: -1.7

Source: PubChem BioAssay
